MKP-3 inhibition: inhibition of rat DUSP6 enzyme activity – biochemical, in vitro, primary screen (AID 425) | one-dose inhibition, % at 20 µM; IC50 in µM for titrated hits | recombinant MKP-3 phosphatase activity, fluorescence; higher % means a stronger effect | hit rate 0.17% among 110,000; in the data active = inhibition above about 50%;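 note: plate controls were vehicle for no effect and reference inhibitor for full effect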
Hsp70 displacement: Hsp70 inhibitors, probe displacement, primary screen, biochemical, fluorescence polarization (AID 583); Hsp70 fluorescence polarization probe displacement, mP; higher % means a stronger effect; displacement, % at 20 µM; hits with a dose series show IC50 in µM; hit rate 0.06% among 140,000; in the data active = displacement above about 50%;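 note: plate controls were vehicle for no effect and reference ligand for full effect; a part of the inactive calls stands beside numbers as strong as those of hits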
The depositor's hits bear a star; nt = no result given; & = joins results of further samples.

SMILES	MKP-3 inhibition	Hsp70 displacement
CCOc1ccc(N(CC(=O)N2CCCC2)S(=O)(=O)c2c(C)noc2C)cc1	-10%	4.3%
COc1ccc(C(C)=O)cc1CN1CCCCC1	nt	0.3%
CCOC(=O)N1CCN(C(=O)c2ccc(CS(=O)(=O)c3ccc(OC)cc3)o2)CC1	-9%	3.1%
CCOC(=O)c1cc(-c2ccccc2)sc1NC(=O)C(C)Sc1nnnn1C (centres undefined)	-8%	-2.7%
Cc1c(N=C/C=C2\N(C)c3ccccc3C2(C)C)c(=O)n(-c2ccccc2)n1C	-13%	-6.2%
Cc1cc2c(cc1C)NC(c1ccc([N+](=O)[O-])o1)C1=C(CC(C)(C)CC1=O)N2 (centres undefined)	5%	-3.0%
COc1ccc(OC)c(NC(=O)c2cccc(Cl)c2Cl)c1	2%	2.1%
CN1CCN(C2CC(=O)N(Cc3ccc(N4CCCC4=O)cc3)C2=O)CC1 (centres undefined)	nt	-2.3%
CC(=O)CCc1oc2ccc([N+](=O)[O-])cc2c1-c1ccc(C)o1	-5%	1.8%
O=C1CCCC(O)=C1C=NCc1cccnc1	1%	3.1%
CCN(C(=O)CSc1ncn[nH]1)c1cccc2ccccc12	-3%	-2.5%
N#CC1=C(SCc2ccccc2)NC(=O)C(C#N)C12CCCC2 (centres undefined)	-3%	2.1%
Cc1ccc2nsnc2c1S(=O)(=O)N(Cc1cc2cccc(C)c2[nH]c1=O)CC1CCCO1 (centres undefined)	-8%	4.7%
O=C(Cc1ccc(F)cc1)N(c1ccc(F)cc1)C1C=CS(=O)(=O)C1 (centres undefined)	5%	-2.1%
N#Cc1c(N)nc2c(c1-c1cccc(O)c1)CCCCCC2	4%	-6.4%
COC(=O)c1cc(OC)c(OC)cc1NC(=O)CN1CCCCC1	-9%	6.5%
CN(C)CCOC(=O)CN1C(=O)S/C(=C/c2ccc(Br)cc2)C1=O	2%	0.6%
Cc1ccc2nc(SCC(=O)NCC3CCCO3)c(C#N)cc2c1 (centres undefined)	-14%	-0.1%
CCOC(=O)C(=O)Nc1ccccc1C(=O)Nc1ccc(OC)cc1	nt	3.5%
COC(=O)c1sccc1NC(=O)c1ccc(Cl)cc1Cl	0%	-3.6%
N[n+]1cnn(CC(=O)c2ccccc2Br)c1	0%	4.6%
O=P(Cc1cccc[n+]1[O-])(c1ccccc1)c1ccccc1	1%	-1.3%
CCC(C)n1[nH]c(=O)cc1N (centres undefined)	0%	-3.3%
COc1cc2c(cc1OC)C(NNC(N)=O)=NC(C)(C)C2	0%	-5.8%
CCCCNC(=O)CC1SC(=NCC)N(CC)C1=O (centres undefined)	nt	4.3%

Full records, looked up by structure. Screens in order: MKP-3 inhibition	Hsp70 displacement
Shown for COC(=O)c1cc(OC)c(OC)cc1NC(=O)CN1CCCCC1 : -9%	6.5%
Shown for CCOC(=O)C(=O)Nc1ccccc1C(=O)Nc1ccc(OC)cc1 : nt	3.5%
Shown for COc1ccc(OC)c(NC(=O)c2cccc(Cl)c2Cl)c1 : 2%	2.1%

Additional records:
SMILES	MKP-3 inhibition	Hsp70 displacement
CN(C)S(=O)(=O)c1cc(C(=O)NCCCn2ccc3ccccc32)ccc1Cl	-16%	4.1%
O=C(c1ccc(Br)s1)N1CCCC1	nt	1.9%
CCOc1ccccc1NC(=O)c1cc(C(=O)OC)cc([N+](=O)[O-])c1	0%	2.8%
CC(C)=CCC/C(C)=C/CC(C)(C)C1OCCO1	-4%	0.6%
CCC1CCc2c(sc(NC(=O)c3cccnc3)c2C(N)=O)C1 (centres undefined)	6%	-7.2%
O=C(NCCNC(=O)c1cccs1)c1cccs1	-3%	2.1%
CCOC(=O)C(=CNc1ccccc1OCC)C(=O)OCC	3%	-0.4%
COc1cccc(-c2nn(-c3ccccc3)cc2CO)c1	-3%	7.7%
COc1ccc(NC(=O)C2CCCN(c3c4c(nc5ncnn35)CCC4)C2)cc1 (centres undefined)	-17%	-4.1%
CCNC(=O)c1cc2c(=O)n3cccc(C)c3nc2n(Cc2ccc(C)cc2)c1=N	1%	2.2%
O=C(NCCCCNC(=O)c1ccc(Cl)s1)c1ccc(Cl)s1	nt	-3.2%
Nc1ncnc(Nc2ccc3ccccc3c2)c1[N+](=O)[O-]	5%	-10%
COc1ccc(C(=O)Oc2ccc(/C=c3/sc4nc5ccccc5n4c3=O)cc2)cc1	-2%	-5.0%
O=[N+]([O-])c1cccnc1N1CCC(c2cc(-c3cccc(C(F)(F)F)c3)n[nH]2)CC1	nt	7.0%
CN1CCN(CCc2nc3cc(NC(=O)COc4ccccc4)ccc3n2C)CC1	-6%	nt
COc1ccc(-c2nnc(SCC(=O)Nc3ccc(C)cc3)n2C)cc1	5%	0.2%
CC(=O)N1CCN2C(=O)C1CCCC(=O)c1cc(C3CCCCC3)ccc12 (centres undefined)	3%	-0.7%
Cc1cc(Nc2cccc(O)c2)n2ncnc2n1	-2%	-2.3%
COc1ccc([N+](=O)[O-])cc1NC(=O)c1ccc(N(C)C)cc1	1%	-1.8%
Cc1ccc(C2c3c(oc4ccccc4c3=O)C(=O)N2CCCN2CCOCC2)o1 (centres undefined)	nt	0.7%
COc1ccc(NC(=O)c2cnn3c2NC(c2cccs2)CC3C(F)(F)F)cc1OC (centres undefined)	0%	5.9%
COCCCNC(=O)CSC1=Nc2ccccc2C2=NC(Cc3c[nH]c4ccccc34)C(=O)N12 (centres undefined)	-3%	-5.9%
CCCCCCOc1ccc(N2C(=O)CC(N3CCN(Cc4ccccc4)CC3)C2=O)cc1 (centres undefined)	-1%	-1.1%
CN(CCC(=O)Nc1ccc2c(c1)OCO2)Cc1ccccc1	-4%	-0.4%
CCOc1ccccc1NC(=O)NC1CCN(CC(=O)Nc2ccc3c(c2)OCCO3)CC1	0%	5.0%

(cont.)
SMILES	MKP-3 inhibition	Hsp70 displacement
CCN1CCCC1CNc1ncnc2c1[nH]c1ccc(F)cc12 (centres undefined)	-4%	-4.5%
CC(C)CNC(=O)COc1ccc2c3c(c(=O)oc2c1)CCC3	2%	0.9%
O=C(COC(=O)Cn1cnc2ccccc21)NCCC1=CCCCC1	-4%	1.6%
O=C(O)c1ccc(/C=N/N2CCN(Cc3cccc4ccccc34)CC2)cc1	2%	2.7%
O=[N+]([O-])c1ccc(N/C(=N/S(=O)(=O)c2ccccc2)c2ccccc2)cc1	1%	4.0%
Cc1ccc(N(CC(O)COCc2ccco2)S(=O)(=O)c2ccc(C)cc2)cc1 (centres undefined)	2%	-2.8%
CC(=O)c1c(C)n([O-])c2ccccc2[n+]1=O	-4%	1.7%
CC(C)CC(=O)N1CCN(Cc2ccccn2)CC1	3%	1.8%
c1csc(-c2nnc(Cc3cccc4ccccc34)o2)c1	nt	11%
COC(=O)C(C)CNCc1ccccc1 (centres undefined)	-2%	-0.4%
O=S1(=O)CCC(NC(=S)N/N=C/c2ccc(Cl)c(Cl)c2)C1 (centres undefined)	4%	-3.1%
Cc1ccc(-c2nnc(N3CCN(C(=O)CSc4ncn[nH]4)CC3)c3ccccc23)cc1	-14%	-0.4%
COC(=O)Cn1c(=N)n(Cc2ccccc2Cl)c2ccccc21	3%	-1.0%
COc1ccc(-c2cc(=O)oc3cc(OC(C)=O)ccc23)cc1	1%	1.8%
COc1ccccc1NC(=O)CS(=O)(=O)c1cccc2nsnc12	10%	1.0%
COc1ccc(OC)c(/C=C2\SC(=S)N(c3ccccc3C)C2=O)c1	2%	-5.3%
CC1=C(C(=O)Nc2ccc(Br)cc2)C(c2ccc([N+](=O)[O-])cc2)NC(=S)N1 (centres undefined)	2%	-0.3%
CCNC(=O)CC1S/C(=N\N=C(C)C)NC1=O (centres undefined)	1%	0.1%
O=S(=O)([O-])CCC[n+]1cnc2ncc3c(n21)/C(=C/c1ccccc1)CCC3	2%	-0.9%
COc1ccc(N(CC(=O)Nc2ccc(C)c(C)c2)S(C)(=O)=O)cc1	-2%	6.1%
N#C/C(=C(/O)c1ccco1)c1nc2ccccc2[nH]1	4%	-1.2%
Cc1cc(Nc2ccccc2)nc(N2CCOCC2)n1	nt	-2.4%
CC(C)COc1ccc(/C(=N/O)c2ccccc2)cc1	nt	6.8%
CC(=O)C1=C(O)C(=O)N(CCN(C)C)C1c1ccccc1[N+](=O)[O-] (centres undefined)	6%	8.4%
N#CC1(c2ccccc2)CCCN1C(=O)c1ccc(Br)cc1 (centres undefined)	nt	2.7%

Carrying on:
SMILES	MKP-3 inhibition	Hsp70 displacement
Cc1ccc(S(=O)(=O)N2Cc3ccccc3CC2C(=O)Nn2cnnc2)cc1 (centres undefined)	-6%	3.3%
COc1ccc(OC)c(NC(=O)c2ccccc2CCc2ccccc2)c1	0%	2.1%
Cc1cccc(Nc2nc(N)nc(CN3CCC(C(N)=O)CC3)n2)c1C	-6%	-2.1%
C=C(C)CNC(=S)NNC(=O)c1ccco1	nt	2.7%
COc1cccc(C(c2nnnn2CCc2ccccc2)N2CCN(c3ccccc3)CC2)c1OC (centres undefined)	-3%	-0.5%
Cc1cccc(OCC(=O)Nc2ccc3c(c2)OCO3)c1C	-2%&4%	1.3%&-2.7%
O=C(NC1CC2CCC1C2)c1ccc(CN2CCOCC2)cc1 (centres undefined)	-5%	1.0%
CC(=O)N1C(=O)NC2CC1NC(=O)N2C(C)=O	-14%	2.5%
Cc1ccc(-c2ccc(OCC(=O)Nc3ccc4c(c3)OCCO4)cc2)cc1	4%	-0.8%
CCOC(=O)c1cc(NC(=O)NCc2ccco2)c(C)nc1C	2%	0.4%
COc1cccc(C=C2C(=O)NC(=S)NC2=O)c1OC	-3%	0.5%
COc1ccc(NC(=O)/C(=C\c2ccccc2OC)NC(=O)c2ccccc2OC)cc1	0%	-1.8%
O=C(CSc1ncn[nH]1)Nc1cccc(C(=O)O)c1	-3%	1.1%
O=S(=O)(Cc1ccccc1)NCc1ccccn1	0%	5.8%
COC(=O)c1ccc(Cl)c(NC(=O)CSc2ncn[nH]2)c1	-14%	-4.2%
O=C(Nc1ccccc1N1CCOCC1)c1cccs1	nt	-3.5%
COc1cccc(-n2c(C=C3C(=O)Nc4ccc(C)cc43)nc3ccccc3c2=O)c1	4%	4.2%
CC1=C(C(=O)OCc2ccccc2)C(c2ccc(C)s2)NC(=O)N1 (centres undefined)	3%	-1.9%
CCOc1ccc(N(C)S(=O)(=O)c2ccc(Cl)cc2)cc1	0%	1.3%
O=C(Oc1ccc(/C=N/NS(=O)(=O)c2ccc(Cl)cc2)cc1)c1ccco1	-1%	-0.1%
COc1ccc(Cl)cc1NC(=O)NS(=O)(=O)c1ccc(C)cc1	2%	1.9%
O=[N+]([O-])c1ccc(/C=N/NS(=O)(=O)c2ccc(Cl)cc2)s1	7%	-0.1%
Fc1ccc(Nc2nc(-c3ccc(F)cc3)cs2)cc1	-4%	1.5%
O=c1[nH]c(CN2CCN(Cc3ccc4c(c3)OCO4)CC2)nc2ccccc12	nt	-3.6%
O=C(Nc1c(C(=O)N2CCOCC2)cnn1-c1ccccc1)c1cccc(F)c1	-1%	1.1%

Given bar-delimited: 5 of the compounds above
canonical_smiles | MKP-3 inhibition | Hsp70 displacement
COc1cccc(-n2c(C=C3C(=O)Nc4ccc(C)cc43)nc3ccccc3c2=O)c1 | 4% | 4.2%
CC1=C(C(=O)OCc2ccccc2)C(c2ccc(C)s2)NC(=O)N1 (centres undefined) | 3% | -1.9%
CCOc1ccc(N(C)S(=O)(=O)c2ccc(Cl)cc2)cc1 | 0% | 1.3%
O=C(Oc1ccc(/C=N/NS(=O)(=O)c2ccc(Cl)cc2)cc1)c1ccco1 | -1% | -0.1%
COc1ccc(Cl)cc1NC(=O)NS(=O)(=O)c1ccc(C)cc1 | 2% | 1.9%

Going on with the list:
SMILES	MKP-3 inhibition	Hsp70 displacement
COc1cccc(C(=O)NC2=NCCS2)c1OC	-10%	3.7%
Cc1cc(NC(=O)c2cc3ccccc3o2)cc(C)c1OCC(=O)N1CCOCC1	1%	3.8%
O=C(/C=C\c1ccccc1)Nc1nccs1	nt	12%
Cc1ccc(-c2cc(C(=O)Nc3cc(C)ccc3C)[nH]n2)c(O)c1	5%	4.2%
CCOc1ccc(C(=O)Nc2ccc3oc(-c4ccccc4F)nc3c2)cc1	1%	-0.4%
Fc1ccccc1C=NN1CCN(c2ccccn2)CC1	2%	5.5%
C=CCNC(=O)c1ccc(CN(c2cccc(Cl)c2)S(C)(=O)=O)cc1	5%	-1.3%
Cc1ccccc1CS(=O)(=O)Cc1ccc(C(=O)NCc2ccccn2)o1	7%	14%
CCN(C(=O)CSc1nc2nc(C)cc(C)n2n1)c1cccc(C)c1	-10%	3.4%
O=C1C=C(C(F)(F)C(F)(F)F)Nc2ccccc2N1	3%	0.3%
CCn1c(=O)c(C(=O)NCc2ccc(OC)c(OC)c2)c(O)c2ccccc21	2%	-1.1%
CCC(c1ccccc1)c1nc(-c2ccccn2)no1 (centres undefined)	-3%	0.5%
Cc1nnc(SCc2ccc(F)cc2)s1	-11%	-1.4%
O=S1(=O)CCC(N2CCOCC2)C1 (centres undefined)	nt	-2.6%
CCC(C(=O)Nc1ncccn1)(C(F)(F)F)C(F)(F)F	-8%	-1.3%
CC(=O)N(C)C1(c2nnnn2CCOC(=O)Nc2ccc(Cl)cc2)CCCCC1	-4%	0.6%
COc1ccc(Cl)cc1C(=O)NCc1ccc2c(c1)OCO2	0%	-0.8%
CN(CCOC(=O)c1cc(Br)ccc1Cl)C(C)(C)C	0%	1.5%

Some of these compounds in order of molecular weight, descending.
SMILES	MKP-3 inhibition	Hsp70 displacement
Cc1cc(NC(=O)c2cc3ccccc3o2)cc(C)c1OCC(=O)N1CCOCC1	1%	3.8%
CCN(C(=O)CSc1nc2nc(C)cc(C)n2n1)c1cccc(C)c1	-10%	3.4%
COc1cccc(C(=O)NC2=NCCS2)c1OC	-10%	3.7%
O=S1(=O)CCC(N2CCOCC2)C1 (centres undefined)	nt	-2.6%

Source: PubChem (Sanford-Burnham Center for Chemical Genomics)

This is a subset; the hit share may differ from the screen's.
